CAL PDZ FP-1: blocks peptide binding to the human CAL PDZ domain. Q9HD26. purified CAL PDZ, TMR-peptide fluorescence polarization, 1 h. inhibition, % at 24.9 µM. actives 0.92% (n = 300,000). AID 602252;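 active means mean inhibition of at least 30% with at least half of replicates also reaching 30%; inconclusive means no clear call, values can overlap the other calls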;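 further: 0% = DMSO neutral control and 100% = excess unlabeled competitor peptide PRC23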
phage Ecoli inh: E. coli growth loss with phage present | growth absorbance | inhibition, % at 11.9 µM | actives 0.26% (n = 360,000) | AID 651602; in the data active means inhibition above about 11%
E coli growth: reduces bacterial viability in AddAB counter-screen; E. coli V3065 growth, OD600 absorbance, 18 h; inhibition, % at 11.9 µM; actives 0.27% (n = 330,000); AID 449728;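 active means inhibition above the campaign's mean inhibition across all tested compounds plus 3 SD, cut at about 9.9% in these data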;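 further: uninfected addAB+ strain grown without phage in ampicillin broth; 0% = DMSO wells and 100% = ciprofloxacin 0.95 µg/ml wells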
SR-BI uptake up: SR-BI HDL lipid transfer activation | CHO ldlA[mSR-BI] cells, DiI-HDL uptake fluorescence, 3 h; 100 = double the neutral-control signal | actives 0.096% (n = 320,000) | activation, % at 12.5 µM | AID 504775;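 active means mean replicate activation of at least 60% and every replicate at or above 60%; inconclusive means mean or all-replicate condition met, but not both; inactive means mean below 60% and not all replicates reaching 60%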;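 further: 0% = median plate neutral-control signal and 100% = twice that signal; values of inactives mirror those of a sister screen read the other way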
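Test system: SR-BI-overexpressing, LDLR-lacking CHO cells. Measured by: DiI fluorescence, bottom read. Medium: Ham's F12 with 0.5% BSA, HEPES 25 mM, pH 7.4. Timing: 3 h uptake period with compound, 37 °C.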
Wnt bcat act: Wnt/beta-catenin pathway activation; Wnt/beta-catenin reporter cell assay, activator, plate reader; activation, % at 9.35 µM; actives 1.2% (n = 300,000); AID 743398; in the data active means activation above about 30%, passing the limit was not always enough; inconclusive means no clear call, values can overlap the other calls;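 further: 0% = neutral control wells and 100% = positive control wells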
SR-BI DiI inh: blocks mouse SR-BI lipid uptake from DiI-HDL | Q61009 | ldlA[mSR-BI] CHO cells, DiI-HDL uptake fluorescence, 3 h | inhibition, % at 12.5 µM | actives 0.96% (n = 320,000) | AID 488896;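 active means mean replicate inhibition of at least 70% and a set share of replicates each scoring 70 or more; inconclusive means meets just one of the two criteria; inactive means fails both criteria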;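 further: 0% = median of neutral control wells and 100% = median of positive control wells; values of inactives mirror those of a sister screen read the other way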
Target sequence (Q61009 whole entry, looked up): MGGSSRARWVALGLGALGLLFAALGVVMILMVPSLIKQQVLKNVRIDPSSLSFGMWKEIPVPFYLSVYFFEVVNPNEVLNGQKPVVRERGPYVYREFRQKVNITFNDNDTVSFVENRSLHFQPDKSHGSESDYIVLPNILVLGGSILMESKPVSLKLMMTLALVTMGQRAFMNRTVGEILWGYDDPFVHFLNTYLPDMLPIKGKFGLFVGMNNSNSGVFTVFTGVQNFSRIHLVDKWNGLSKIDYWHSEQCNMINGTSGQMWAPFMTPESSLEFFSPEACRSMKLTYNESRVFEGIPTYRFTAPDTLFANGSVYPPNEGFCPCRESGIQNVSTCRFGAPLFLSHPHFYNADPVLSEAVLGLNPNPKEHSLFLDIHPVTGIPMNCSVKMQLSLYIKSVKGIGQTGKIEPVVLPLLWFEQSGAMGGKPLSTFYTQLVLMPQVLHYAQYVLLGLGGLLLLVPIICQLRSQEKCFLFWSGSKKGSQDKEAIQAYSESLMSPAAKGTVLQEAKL
Tat transport: E. coli Tat transport inhibition; E. coli MC4100 TorA-mCherry Tat export, fluorescence; actives 0.036% (n = 340,000); inhibition, % at 10 µM;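 active means mean replicate inhibition at least 50% and at least half of replicates individually reaching 50%; inconclusive means only one of the two criteria met; inactive means neither criterion met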;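 further: exported cargo escapes ClpAP degradation while cytoplasmic cargo is degraded and loses fluorescence; 0% = median of neutral control wells and 100% = median of NaSCN control wells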
MITF TRPM1 HTS: activators of MITF-driven TRPM1 promoter activity in SK-MEL-5 cells; SK-MEL-5 TRPM1-promoter luciferase, 24 h; % of positive control, neutral wells = 0; activation, % at 12.5 µM; actives 0.75% (n = 300,000); AID 588334;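 active means mean activation of at least 80% with every replicate also reaching 80%; inconclusive means mean reaches 80% but some replicate falls short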;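 further: 0% = neutral control wells and 100% = parthenolide positive control wells; values of inactives mirror those of a sister screen read the other way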
AddAB inh: less growth of phage-infected E. coli with AddAB. E. coli expressing H. pylori AddAB, absorbance growth. inhibition, % at 11.9 µM. actives 0.29% (n = 330,000); in the data active means inhibition above about 12%;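 further: 0% = vehicle wells of infected cells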
CAL PDZ FP-2: inhibitors of human CAL PDZ peptide binding; Q9HD26; purified CAL PDZ, TMR-peptide fluorescence polarization, 1 h; inhibition, % at 20 µM; actives 0.02% (n = 330,000); AID 504414;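 active means highest replicate inhibition of at least 40%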;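 further: plate controls were DMSO neutral control wells for no effect and unlabeled competitor peptide control wells for full effect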
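Read-out basis: mP drop reported as inhibition | Assay system: Tagged CAL PDZ protein CerCALP, purified | Benchmarks: Unlabelled peptide for full inhibition, DMSO wells as neutral | Schedule: 1 h incubation at room temperature before polarization reading | Buffer or medium: Sodium phosphate/NaCl buffer pH 7.4 with TCEP, IgG, Thesit | Doses: Single point, 20 µM | Measured by: Fluorescence polarization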
* hit, by the source's call; ? = inconclusive; / = no result given; + = active, no number.

SMILES | CAL PDZ FP-1 | phage Ecoli inh | E coli growth | SR-BI uptake up | Wnt bcat act | SR-BI DiI inh | Tat transport | MITF TRPM1 HTS | AddAB inh | CAL PDZ FP-2
CCS(=O)(=O)N(CC(=O)Nc1cccc2ccccc12)c1ccc(OC)cc1 | -9 | 3.8 | -2.2 | 11 | 1 | -11 | 4 | / | -0.1 | 0.2
NNC(=O)c1ccc(Cn2cc(Br)cn2)o1 | -8 | 1.9 | -3.7 | 15 | 0 | -15 | -7 | / | -0.9 | -1.0
CCOC(=O)c1sc(NC(=O)CSC(=S)N2CCN(C)CC2)nc1C | / | 3.8 | 0.8 | -15 | -1 | 15 | 10 | / | 4.0 | -7.2
CCCCN(C(=O)Nc1ccc(OCC)cc1)C1CCN(C(C)=O)CC1 | / | 1.5 | 0.1 | -25 | / | 25 | 8 | 3 | -0.3 | 0.7
C#CCNC(=O)C1=C[C@H](c2coc3ccccc3c2=O)C[C@H](OCCCCO)O1 | -4 | -1.0 | -0.5 | 40 | -2 | -40 | -9 | -3 | 0.3 | -0.3
Cc1ccc(C(=O)SC2=NCCS2)cc1 | -1 | 1.8 | 2.7 | -2 | 0 | 2 | 2 | -18 | 1.0 | -0.6
O=C(c1ccco1)N1CCN(CCOCCOc2cccc3ccccc23)CC1 | -4 | 0.5 | 0.8 | -23 | / | 23 | 1 | -10 | 1.9 | 0.4
OCc1ncc(-c2ccccc2)s1 | 9 | 4.1 | 0.1 | 10 | 2 | -10 | 7 | 11 | 2.9 | 0.1
CCOc1ccccc1/C=N/NC(=O)c1nnn(-c2nonc2N)c1CN1CCCC1 | -5 | 2.2 | 1.3 | -12 | -1 | 12 | 0 | -1 | 1.7 | -2.0
CC(=O)Nc1ccc(C(=O)COC(=O)C2CCCCC2)c(F)c1 | -4 | 2.3 | -1.9 | 18 | -3 | -18 | -7 | 48 | 0.6 | -0.7
Cc1ccc(C2=CSC3=NNC4(CCCCC4)NN23)cc1 | / | 4.5 | 0.8 | -7 | 0 | 7 | 2 | 59 | 1.5 | 0.1
O=C(C[n+]1ccc(-c2ccccc2)cc1)Nc1ccc([N+](=O)[O-])cc1 | -5 | -0.8 | -0.8 | 1 | -1 | -1 | 6 | -3 | -1.2 | -0.4
COc1ccc(OC)c(CN2CCN(C(=O)[C@@H](NC(=O)c3cccc(C)c3)C(C)C)CC2)c1 | -11 | -0.1 | -1.2 | -13 | 0 | 13 | 0 | -4 | 1.9 | -1.1
Cn1c(=O)[nH]c(=O)c2c1nc(N1CCc3ccccc3C1)n2CCSc1nc2ccccc2s1 | -3 | 1.3 | -1.1 | 15 | 0 | -15 | -4 | -1 | 1.6 | -0.3
CC(C)OCCCNC(=O)c1cccs1 | -1 | 1.0 | -2.6 | 6 | / | -6 | 5 | 10 | 0.3 | -0.5
C=CCn1c(C)cc(-c2csc(NCC)n2)c1C | -5 | 1.2 | 2.0 | -26 | -7 | 26 | 11 | 1 | 2.8 | /
COc1ccc2[nH]c3c(c2c1)CCN1C(=O)C(CC(=O)NCc2ccco2)C[C@H](C(=O)N2CCCCC2)[C@@]31C (some centres undefined) | -5 | 2.8 | -0.4 | -17 | -6 | 17 | 5 | 1 | 0.4 | -0.1
Cc1noc(C)c1NC(=O)N(C)C[C@H]1Oc2ccc(NC(=O)c3ccncc3)cc2C(=O)N([C@H](C)CO)C[C@@H]1C | -3 | 2.0 | -1.6 | 17 | 1 | -17 | -14 | -5 | 3.2 | -0.4
CNC(=O)C1CCN(S(=O)(=O)c2c(C)noc2/C=C/c2ccccc2F)CC1 | / | 0.8 | 0.3 | -47 | 0 | 47 | 7 | / | 1.0 | -0.4
COc1ccc(-c2nc(-c3ccccc3)nc(N3CCN(C)CC3)c2C#N)cc1 | 0 | 1.2 | -1.2 | -40 | -11 | 40 | 7 | / | 1.9 | -1.3
Cc1ccc(OCc2nnc(SCC(=O)O)n2-c2ccccc2)cc1 | / | 0.7 | -3.0 | -7 | -1 | 7 | -1 | / | -2.6 | -0.8
Cc1ccc(C2(C)NC(=O)N(CC(=O)N(Cc3ccccc3)C(C)(C)C)C2=O)cc1 (centres undefined) | -6 | -0.2 | -2.0 | -3 | -3 | 3 | 4 | -1 | 2.0 | -0.1
COc1ccccc1C(CNC(=O)C(C)(C)Oc1ccc(Cl)cc1)N1CCCC1 (centres undefined) | -4 | 4.8 | 0.3 | -3 | -4 | 3 | 4 | 13 | -0.3 | -2.3
Cc1nn(C)c(C(=O)N/N=C/c2ccc(C(F)(F)F)cc2)c1[N+](=O)[O-] | -7 | 3.7 | 0.1 | 20 | -2 | -20 | 1 | -1 | 3.3 | -0.9
C[C@H](CO)N1C[C@H](C)[C@@H](CN(C)Cc2ccc3c(c2)OCO3)Oc2c(NS(C)(=O)=O)cccc2C1=O | -1 | 3.0 | -0.9 | 1 | 0 | -1 | -7 | -2 | 4.2 | -0.9
SMILES | CAL PDZ FP-1 | phage Ecoli inh | E coli growth | SR-BI uptake up | Wnt bcat act | SR-BI DiI inh | Tat transport | MITF TRPM1 HTS | AddAB inh | CAL PDZ FP-2
Cc1nc(OCc2ccccc2)c2ccccc2n1 | -1 | 2.5 | 5.5 | 35 | / | -35 | 19 | -3 | 5.3 | -0.3
COc1cc([N+](=O)[O-])ccc1-c1ccc(/C=N\n2cnnc2)o1 | -2 | -0.2 | / | -15 | -1 | 15 | -12 | / | / | -1.0
C#CCNC(=O)C1=C[C@H](c2ccc3c(c2)OCO3)[C@@H](CCCO)[C@H](OCC)O1 | -2 | -0.9 | -1.7 | 7 | 3 | -7 | -9 | -12 | 1.1 | -0.8
C/C(=C\c1ccco1)C1C(C#N)=C(N)Oc2n[nH]c(-c3ccccc3)c21 (centres undefined) | -5 | 0.2 | -1.4 | 1 | / | -1 | 2 | / | 0.7 | -1.1
C[C@@H]1CC2[C@@H]3CC[C@H]4CC(=O)CC[C@]4(C)C3=CC[C@]2(C)[C@@]1(O)C(=O)CO (some centres undefined) | 0 | 1.1 | 0.0 | 2 | 1 | -2 | -1 | 2 | -1.9 | -0.4
CCOC(=O)CNC(=O)CSc1nnc(Cn2cnc3ccccc32)n1C | + | 2.6 | -1.9 | 30 | 1 | -30 | 1 | 5 | 1.8 | -0.7
O=C(CSc1nnc(COc2ccccc2)o1)N1CCOCC1 | -2 | 0.8 | -0.4 | / | 5 | / | 8 | 8 | -0.1 | -0.6
Cc1ccc(C)c(CSc2ncccc2C(=O)O)c1 | -4 | 2.9 | -1.6 | 31 | / | -31 | 3 | 6 | 2.4 | -1.1
CCOc1ccc(NC(=O)c2cccs2)c([N+](=O)[O-])c1 | 0 | 2.0 | -1.2 | -8 | / | 8 | 18 | 43 | -0.4 | -2.5
O=C(CN1C(=O)C(=O)N(C2CCCC2)C1=O)NCCc1ccc(Cl)cc1Cl | -5 | 0.2 | 1.9 | 40 | 3 | -40 | -4 | -2 | 0.3 | 0.3
Cc1c(C)n(CC(O)CN2C(=O)c3ccccc3S2(=O)=O)c2ccccc12 (centres undefined) | -2 | 3.1 | -1.5 | -25 | -5 | 25 | 5 | -3 | 0.7 | 0.3
C/C(=N\Nc1ccc(C(F)(F)F)cn1)c1ccc(S(=O)(=O)NCc2ccco2)cc1 | -2 | 6.0 | 0.2 | -7 | 3 | 7 | 1 | 1 | 0.2 | -3.0
CCC(=O)C1CCCN(C(=O)c2ccc(OC3CCN(C(=O)CCOC)CC3)cc2)C1 (centres undefined) | -4 | -3.1 | 5.1 | 32 | -1 | -32 | -6 | -12 | 1.4 | -1.9
Cc1ccc(OCc2nc(C#N)c(N3CCCCC3)o2)cc1 | -4 | 1.1 | -1.7 | 12 | -1 | -12 | 9 | 12 | 2.3 | -1.2
COC(=O)CN1C(=S)N(Cc2ccccc2)C(=O)C1CC(=O)Nc1ccc(Br)cc1 (centres undefined) | -3 | -0.5 | 2.7 | -44 | / | 44 | -3 | -6 | 4.0 | -0.4
CC(C)OCC(O)CN1CCN(CC(O)COc2ccc3c(c2)OCO3)CC1 (centres undefined) | 13 | 2.6 | -3.2 | 11 | -2 | -11 | ? | 0 | -1.4 | 0.9
Cc1ccn2c(CNCCCn3cccn3)c(C(=O)N3CCCCCC3)nc2c1 | -6 | -0.3 | -1.3 | 8 | 0 | -8 | 7 | -5 | 0.9 | 0.2
COC(=O)C1=NN(c2ccc(C)cc2)C2C(=O)N(c3ccccc3OC)C(=O)C12 (centres undefined) | -3 | 0.8 | -4.3 | 17 | -4 | -17 | 4 | -2 | 1.9 | 0.3
Cc1ccc(N(CC(=O)Nc2c(C)cccc2C)S(C)(=O)=O)cc1 | -9 | 1.2 | 0.8 | 22 | 0 | -22 | 4 | / | -1.2 | -0.7
COc1ccc(N2CCN(c3oc(COc4ccccc4)nc3C#N)CC2)cc1 | -4 | 5.2 | 2.9 | 1 | / | -1 | -10 | 14 | 4.4 | -0.8
O=[N+]([O-])CC(c1ccccc1)c1c[nH]c2ccccc12 (centres undefined) | / | 1.3 | -0.2 | / | -4 | / | / | / | -0.1 | /
COc1cc(NS(=O)(=O)c2ccc(NC(=O)/C=C/C(=O)O)cc2)nc(OC)n1 | -6 | 1.5 | 3.5 | -6 | 0 | 6 | 2 | 6 | 6.0 | -0.2
CC(C)=CC(=O)NCCc1ccccc1 | / | 2.4 | 0.8 | 11 | / | -11 | 7 | 57 | 0.7 | -3.6
NC(=O)c1c(N)sc2c1CCCCC2 | 3 | 1.8 | 3.9 | 15 | / | -15 | -4 | -11 | -1.3 | -1.8
CN(C(=O)c1cc2n(n1)C(C(F)(F)F)CC(c1ccco1)N2)c1ccccc1 (centres undefined) | 0 | 1.5 | 1.0 | 4 | / | -4 | 0 | -5 | -1.1 | -0.6
CCc1ccc(-c2cc3c(=O)n(CC(=O)NCCCN4CCN(Cc5ccccc5)CC4)nc(C)n3n2)cc1 | -1 | -0.1 | -2.3 | -21 | 6 | 21 | 5 | -65 | -0.7 | -2.2

Profiles as entered above.
`CCCCN(C(=O)Nc1ccc(OCC)cc1)C1CCN(C(C)=O)CC1` is listed as CAL PDZ FP-1 = /; phage Ecoli inh = 1.5; E coli growth = 0.1; SR-BI uptake up = -25; Wnt bcat act = /; SR-BI DiI inh = 25; Tat transport = 8; MITF TRPM1 HTS = 3; AddAB inh = -0.3; CAL PDZ FP-2 = 0.7
`CCOC(=O)c1sc(NC(=O)CSC(=S)N2CCN(C)CC2)nc1C` is listed as CAL PDZ FP-1 = /; phage Ecoli inh = 3.8; E coli growth = 0.8; SR-BI uptake up = -15; Wnt bcat act = -1; SR-BI DiI inh = 15; Tat transport = 10; MITF TRPM1 HTS = /; AddAB inh = 4.0; CAL PDZ FP-2 = -7.2

Screening data from PubChem BioAssay.
